Source: PubChem (Broad Institute)
Statin myotox sup – protects C2C12 myotubes from simvastatin toxicity | ATP luminescence, 48 h; scaled: DMSO 0, geranylgeraniol control 100 | rescue of ATP level, % at 7.49 µM | 0.78% of 330,000 active;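 active means mean ATP rescue above about 67%, or every replicate alone reaching that limit, limit read from the data, passing the limit was not always enough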;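 further: myotubes were challenged with 10 µM simvastatin during compound exposure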
esBAF inh – blocks esBAF chromatin remodeling in mouse ES cells. Bmi1-luciferase knock-in reporter, 24 h; 100% = twice the neutral-well signal. 2% of 350,000 active. reporter increase, % at 12.5 µM; in the data active means activation above about 40%;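 further: 0% = median of the plate's neutral control wells and 100% = double that signal; a rise in the Bmi1 reporter signal indicates esBAF inhibition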
FN deposit inh – fibronectin deposition inhibition. inhibition, % at 12.6 µM. AID 743247. AH1F fibroblasts, Alexa488-fibronectin deposition fluorescence, overnight. 0.086% of 350,000 active;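 active means mean inhibition across replicates of 30% or more, regardless of how many single replicates reach that level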;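 further: positive control wells lacked labelled fibronectin entirely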
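material = AH1F fibroblast monolayer depositing Alexa488-labelled fibronectin into matrix | amount = 10000 AH1F cells/well | buffer or medium = DMEM plus 2% serum, read in PBS | incubation = 1 h cell adhesion before compound, then overnight fibronectin incubation | detection = fluorescence at 485 nm excitation, 525 nm emission | evaluation = percent inhibition as loss of matrix-bound fibronectin fluorescence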
LGR2 antag – blocks bursicon-induced cAMP signaling via Drosophila LGR2; AID 720647; 0.35% of 380,000 active; inhibition, % at 9.99 µM; HEK293 LGR2, CRE-luciferase, bursicon-stimulated, 4 h;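 active means drop in luminescence signal, shown as inhibition above about 50% in the replicate tests, limit read from the data, passing the limit was not always enough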;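 further: agonist challenge used bursicon conditioned medium at about half maximal strength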
SIRT5 inh – blocks human SIRT5 desuccinylation of peptide; 1.1% of 330,000 active; Q9NXA8; inhibition, % at 15 µM; Purified SirT5, succinyl-peptide AMC, trypsin-coupled fluorescence; in the data active means inhibition above about 15%
Target sequence (Q9NXA8 whole entry, looked up): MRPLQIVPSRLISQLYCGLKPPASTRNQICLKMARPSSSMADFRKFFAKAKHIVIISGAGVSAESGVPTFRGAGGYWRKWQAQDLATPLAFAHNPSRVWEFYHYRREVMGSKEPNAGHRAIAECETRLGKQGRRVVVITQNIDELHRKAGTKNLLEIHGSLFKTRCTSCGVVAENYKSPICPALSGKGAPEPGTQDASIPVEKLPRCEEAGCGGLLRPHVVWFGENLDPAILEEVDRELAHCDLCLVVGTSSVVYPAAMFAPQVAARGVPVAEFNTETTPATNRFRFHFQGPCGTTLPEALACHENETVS
Casp6 inh – inhibitors of human caspase-6; P55212; purified caspase-6, Z-VEID-R110 cleavage fluorescence; inhibition, % at 12.5 µM; 0.53% of 350,000 active; AID 686996;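 active means mean inhibition across replicates at least about 35%, with every replicate also reaching that limit, limit read from the data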;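 further: 0% = median of neutral control wells and 100% = no fluorescence left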
Target sequence (P55212 24-179 limits assumed): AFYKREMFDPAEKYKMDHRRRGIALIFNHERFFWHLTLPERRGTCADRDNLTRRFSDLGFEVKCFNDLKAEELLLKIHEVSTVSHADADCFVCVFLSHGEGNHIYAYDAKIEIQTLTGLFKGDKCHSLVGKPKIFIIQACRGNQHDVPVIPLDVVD
Target sequence (P55212 194-293 limits assumed): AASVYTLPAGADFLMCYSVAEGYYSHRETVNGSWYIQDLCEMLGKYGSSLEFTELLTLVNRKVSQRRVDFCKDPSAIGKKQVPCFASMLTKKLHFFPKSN
S100A4 inh HTS – blocks human S100A4 binding to myosin IIA peptide. S100A4/TAMRA-MyoIIA peptide fluorescence polarization. inhibition, % at 10.7 µM. 0.14% of 360,000 active;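 active means mean inhibition of at least 70% across replicates, with every replicate also reaching that level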
Target sequence (P26447 whole entry, looked up): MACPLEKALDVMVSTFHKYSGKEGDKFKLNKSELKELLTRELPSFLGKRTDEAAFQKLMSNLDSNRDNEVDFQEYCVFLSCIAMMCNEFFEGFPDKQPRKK
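Material: S100A4 monomer protein | Medium: HEPES pH 7.2 with CaCl2, KCl, NaCl, DTT, Triton | Reagent: Labelled myosin peptide probe, 5 nM | Doses: One dose per compound | Times: 5 min incubation before reading | Benchmarks: Neutral control DMSO, positive control TFP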
The depositor's hits bear a star. This is a subset; the hit share may differ from the screen's.

CC(C)(C)c1cc(C(=O)Nc2cccnc2)cc(C(=O)Nc2cccnc2)c1 was read as Statin myotox sup 3, esBAF inh -2, FN deposit inh 3, LGR2 antag 11, SIRT5 inh -2, Casp6 inh -2 and S100A4 inh HTS -6.
CO[C@@H]1CN(C)C(=O)c2ccc(NC(C)=O)cc2OC[C@H](C)N(Cc2cncnc2)C[C@@H]1C was read as Statin myotox sup 5, esBAF inh -4, FN deposit inh 1, LGR2 antag -13 and Casp6 inh 0.
`CCOc1ccc(NN=C(C(=O)OC)C(=O)OC)c([N+](=O)[O-])c1` gave FN deposit inh -5, LGR2 antag -4, SIRT5 inh -5, Casp6 inh 3 and S100A4 inh HTS 35.
c1ccc2c(Nc3ccc4c(c3)OCCO4)c3c(nc2c1)CCCC3 was read as FN deposit inh 0, LGR2 antag 26, SIRT5 inh 4, Casp6 inh 4 and S100A4 inh HTS 0.
`COc1ccc(NC(=O)Nc2cccc3c2O[C@@H](CN(C)Cc2ccc(Cl)c(Cl)c2)[C@H](C)CN([C@H](C)CO)C3=O)cc1` gave esBAF inh -2, FN deposit inh -1 and LGR2 antag -2.
S=C(Nc1ccccc1)N1CCN(Cc2ccccc2)CC1 was read as Statin myotox sup -6, esBAF inh 10, FN deposit inh 3, LGR2 antag 12, SIRT5 inh -1, Casp6 inh -1 and S100A4 inh HTS -5.
O=C(OCn1nnc2ccccc2c1=O)c1cc(-c2ccccc2)nc2ccccc12 was read as FN deposit inh -5, SIRT5 inh 2, Casp6 inh -3 and S100A4 inh HTS 0.
Cc1noc(C)c1-c1ccc2nc[nH]c(=O)c2c1 was read as Statin myotox sup 6, esBAF inh -12, FN deposit inh -3, LGR2 antag -7, Casp6 inh 1 and S100A4 inh HTS -4.
Screening C[C@H](CO)N1C[C@H](C)[C@@H](CN(C)C)Oc2ncc(C3=CCCC3)cc2C1=O returned Statin myotox sup -8, esBAF inh 1, FN deposit inh -12, LGR2 antag -7, SIRT5 inh 0, Casp6 inh 0 and S100A4 inh HTS 1.
`C=CCNC(=S)NNC(=O)c1cc(Cl)ccc1OC` gave FN deposit inh 0, LGR2 antag -7, SIRT5 inh -5, Casp6 inh 0 and S100A4 inh HTS -4.
Screening CC(C)Sc1ccc([N+](=O)[O-])cc1C(=O)Nc1ccncc1 returned FN deposit inh 4, LGR2 antag -1, SIRT5 inh 0, Casp6 inh 6 and S100A4 inh HTS -9.
Screening CN(C)CCCNc1oc(-c2ccccc2Cl)nc1S(=O)(=O)c1ccc(F)cc1 returned Statin myotox sup 0, esBAF inh 7, FN deposit inh -2, LGR2 antag 4, SIRT5 inh -1, Casp6 inh -15 and S100A4 inh HTS -4.
For CCN(CC(=O)Nc1c(F)cccc1F)C(=O)Cc1csc(-c2ccccc2)n1 the results were Statin myotox sup -2, esBAF inh 4, FN deposit inh -2, LGR2 antag 12, SIRT5 inh 1, Casp6 inh 0 and S100A4 inh HTS -6.
For COCC#Cc1cnc2c(c1)C(=O)N([C@H](C)CO)C[C@@H](C)[C@H](CN(C)C(=O)CN1CCOCC1)O2 the results were Statin myotox sup -13, esBAF inh -1, FN deposit inh 1, LGR2 antag 2, SIRT5 inh -1, Casp6 inh 0 and S100A4 inh HTS 5.
Screening CC(C)CC#Cc1ccc([C@@H]2[C@H]3CN(C(=O)c4ccccn4)CC(=O)N3[C@H]2CO)cc1 returned FN deposit inh -1, LGR2 antag 1, SIRT5 inh -1, Casp6 inh -2 and S100A4 inh HTS 3.
Screening COc1ccc(NC(=O)CCCC(=O)c2ccccc2)cc1OC returned Statin myotox sup 11, esBAF inh 1, FN deposit inh 7, LGR2 antag -21, SIRT5 inh -4, Casp6 inh -2 and S100A4 inh HTS 1.
For CCc1ccc(C(=O)NNC(=O)CC2OC(=O)c3ccccc32)cc1 (stereo not given) the results were FN deposit inh 4, LGR2 antag -18, SIRT5 inh -3, Casp6 inh 0 and S100A4 inh HTS -4.
Cc1c(C)c(C)c(S(=O)(=O)n2[nH]c(=O)c(CCO)c2C)c(C)c1C was read as FN deposit inh 0, LGR2 antag -15, SIRT5 inh -6, Casp6 inh 6 and S100A4 inh HTS -13.
Screening CCCc1ccc(C(=O)N2CCN(c3ccccc3OCC)CC2)cc1 returned Statin myotox sup -14, esBAF inh -47, LGR2 antag 11, SIRT5 inh 11, Casp6 inh 7 and S100A4 inh HTS 3.
`CC(C)NC(=O)Nc1ccc2c(c1)C(=O)N([C@@H](C)CO)C[C@H](C)[C@H](CN(C)S(=O)(=O)c1cccs1)OCCCC[C@H](C)O2` gave esBAF inh -7, FN deposit inh -12, LGR2 antag 3, SIRT5 inh 1, Casp6 inh -1 and S100A4 inh HTS 6.
NC(=O)c1cc2ccccc2o/c1=N/NC(=O)c1cccc(Cl)c1 was read as Statin myotox sup -2, esBAF inh 7, FN deposit inh 1, LGR2 antag 17, SIRT5 inh -1, Casp6 inh -3 and S100A4 inh HTS 0.
For OCCC1CN(C/C(Cl)=C/c2ccccc2)CCN1C1CCCC1 (stereo not given) the results were FN deposit inh -3, SIRT5 inh 0, Casp6 inh 2 and S100A4 inh HTS 0.
COc1ccc(C(=O)NCCNC(=O)c2cnccn2)cc1OC was read as Statin myotox sup 16, esBAF inh 1, FN deposit inh 1, LGR2 antag -2, SIRT5 inh -1, Casp6 inh -1 and S100A4 inh HTS -9.
`COCc1cc(=O)n2[nH]c(-c3ccco3)cc2n1` gave Statin myotox sup -1, esBAF inh -2, FN deposit inh 3, LGR2 antag 3, SIRT5 inh -1, Casp6 inh -2 and S100A4 inh HTS -3.

4 entries out of the list, ordered by molecular weight, lowest first.
`COCc1cc(=O)n2[nH]c(-c3ccco3)cc2n1` gave Statin myotox sup -1, esBAF inh -2, FN deposit inh 3, LGR2 antag 3, SIRT5 inh -1, Casp6 inh -2 and S100A4 inh HTS -3.
CC(C)(C)c1cc(C(=O)Nc2cccnc2)cc(C(=O)Nc2cccnc2)c1 was read as Statin myotox sup 3, esBAF inh -2, FN deposit inh 3, LGR2 antag 11, SIRT5 inh -2, Casp6 inh -2 and S100A4 inh HTS -6.
For CCN(CC(=O)Nc1c(F)cccc1F)C(=O)Cc1csc(-c2ccccc2)n1 the results were Statin myotox sup -2, esBAF inh 4, FN deposit inh -2, LGR2 antag 12, SIRT5 inh 1, Casp6 inh 0 and S100A4 inh HTS -6.
`CC(C)NC(=O)Nc1ccc2c(c1)C(=O)N([C@@H](C)CO)C[C@H](C)[C@H](CN(C)S(=O)(=O)c1cccs1)OCCCC[C@H](C)O2` gave esBAF inh -7, FN deposit inh -12, LGR2 antag 3, SIRT5 inh 1, Casp6 inh -1 and S100A4 inh HTS 6.

Further results follow.
Screening COc1ccc(S(=O)(=O)N2C[C@@H](O)COC[C@@H]3O[C@H](CC(=O)NCc4ccc(Cl)c(Cl)c4)CC[C@H]32)cc1 returned Statin myotox sup 2, esBAF inh -6, FN deposit inh 7, LGR2 antag 6, SIRT5 inh 2, Casp6 inh -3 and S100A4 inh HTS 2.
For CC(C)CC#Cc1cnc2c(c1)C(=O)N([C@H](C)CO)C[C@@H](C)[C@@H](CN(C)C(=O)c1ccc(F)cc1)O2 the results were Statin myotox sup 13, esBAF inh -2, FN deposit inh -11, LGR2 antag 2, SIRT5 inh 1, Casp6 inh 1 and S100A4 inh HTS 5.
Screening CC(CCc1ccccc1)NC(=O)c1ccccc1F (stereo not given) returned Statin myotox sup 8, esBAF inh -8, FN deposit inh 4, LGR2 antag -4, SIRT5 inh -1, Casp6 inh 2 and S100A4 inh HTS -6.
Screening COc1cc(CN2C[C@@H](CO)O[C@@H](n3cnc4c(N5CCN(c6ccccc6)CC5)ncnc43)C2)cc(OC)c1OC returned Statin myotox sup -2, esBAF inh 0, FN deposit inh -7, LGR2 antag 9, Casp6 inh 4 and S100A4 inh HTS -2.
`COc1ccc(NC(=O)N2C[C@@H]3[C@H](c4ccccc42)[C@@H](CO)N3C(=O)C2CCCCC2)cc1` gave Statin myotox sup 1, esBAF inh 0, FN deposit inh 4, LGR2 antag -38, SIRT5 inh -2, Casp6 inh 0 and S100A4 inh HTS 3.
CC(C)CC(=O)Nc1ccc(C(=O)NNC(=O)C(c2ccccc2)c2ccccc2)cc1 was read as Statin myotox sup 12, esBAF inh -10 and FN deposit inh -1.
`Cc1ccccc1NS(=O)(=O)c1ccc(OCC(=O)NCC2CCCO2)cc1` (stereo not given) gave Statin myotox sup 3, esBAF inh 6, FN deposit inh 5, LGR2 antag 5, SIRT5 inh -4, Casp6 inh -1 and S100A4 inh HTS -5.
For C[C@@H]1CN([C@H](C)CO)C(=O)c2cccc(NC(=O)Nc3ccc4c(c3)OCO4)c2O[C@H]1CN(C)Cc1ccc(Cl)c(Cl)c1 the results were Statin myotox sup 23, esBAF inh 32, LGR2 antag 7, SIRT5 inh 1, Casp6 inh 2 and S100A4 inh HTS 4.
Screening CCCNC(=O)C[C@@H]1C[C@H]2c3cc(NS(=O)(=O)c4ccc(F)cc4)ccc3O[C@H]2[C@H](CO)O1 returned Statin myotox sup 2, esBAF inh 2, FN deposit inh -13, LGR2 antag 19, SIRT5 inh -3, Casp6 inh -1 and S100A4 inh HTS 21.
`O=C(c1ccccn1)N1CC[C@@H]2[C@H]1c1cc(-c3ccccc3F)ccc1N[C@@H]2CO` gave Statin myotox sup 0, esBAF inh 31, FN deposit inh 6, LGR2 antag -40 and S100A4 inh HTS -3.
Cc1nn(CC(=O)NCCN2CCOCC2)c(=O)c2ccccc12 was read as Statin myotox sup 2, esBAF inh -3 and FN deposit inh 6.
For O=[N+]([O-])c1ccc2nn(Cc3ccccc3)cc2c1 the results were Statin myotox sup 10, esBAF inh 0, FN deposit inh 0, LGR2 antag -6, SIRT5 inh 0, Casp6 inh -4 and S100A4 inh HTS -5.
